# SRC2 inh: human SRC2 (NCOA2) inhibition. Q15596. HEK293 GAL4-SRC2 luciferase reporter, luminescence. inhibition, % at 9 µM. 370,000 compounds, 0.17% hits. AID 651957;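 active = inhibition above the mean inhibition of all tested compounds plus 3 SD, set per campaign, cut at about 52% in these data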;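 note: 0% = DMSO treated cells and 100% = cells given Gossypol at 36 µM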
# NCOA1 inh: inhibits human SRC1 coactivator. 360,000 compounds, 0.12% hits. HEK293 GAL4-SRC1 luciferase reporter, luminescence. AID 588354. inhibition, % at 3.6 µM. Q15788;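 active = inhibition above the campaign mean plus 3 SD, with each screening campaign given its own cutoff, cut at about 60% in these data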;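 note: 0% = DMSO treated cells and 100% = gossypol at 36 µM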
# LMP1 NFkB inh: reduces LMP1-driven NF-kappaB luciferase signal. inhibition, % at 12.5 µM. 350,000 compounds, 0.69% hits. LMP1-induced NF-kappaB luciferase reporter cells, luminescence; in the data active = inhibition above about 41%;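 note: 0% = neutral control wells and 100% = reference inhibitor control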
# NR2F2 inh: NR2F2 (human) inhibition, primary screen | 370,000 compounds, 0.7% hits | inhibition, % at 8.6 µM | HEK293T NGFI-A luciferase reporter, luminescence | P24468;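 active = inhibition above a per-plate cutoff, mean inhibition of test wells between control levels plus 3 SD, cut at about 38% in these data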;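 note: cells cotransfected with COUP-TFII expression vector driving the NGFI-A reporter; 0% = median of COUP-TF2 test wells and 100% = reporter-only cells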
# Target sequence (P24468 whole entry, looked up): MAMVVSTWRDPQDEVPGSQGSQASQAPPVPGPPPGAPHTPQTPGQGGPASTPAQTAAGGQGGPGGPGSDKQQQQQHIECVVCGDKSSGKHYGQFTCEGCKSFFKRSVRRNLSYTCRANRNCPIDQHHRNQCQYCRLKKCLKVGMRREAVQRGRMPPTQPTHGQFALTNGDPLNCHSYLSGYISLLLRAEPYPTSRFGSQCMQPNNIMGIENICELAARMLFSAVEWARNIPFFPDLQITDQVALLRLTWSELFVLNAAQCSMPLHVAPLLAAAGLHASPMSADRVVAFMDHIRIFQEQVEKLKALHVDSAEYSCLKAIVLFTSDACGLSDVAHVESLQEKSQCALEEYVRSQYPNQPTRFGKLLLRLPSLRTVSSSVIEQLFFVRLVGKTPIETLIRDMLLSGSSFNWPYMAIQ
# KKLEB cytotox: reduces viability of KKLEB cystic fibrosis airway cells | KKLEB CF airway cells viability, ATPlite luminescence, overnight; stronger effect = lower value; cells stimulated with P. aeruginosa culture filtrate | activity change (cytotoxicity), % at 5 µM | 360,000 compounds, 0.36% hits | AID 602141;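 active = corrected activity change at or below -50% at 5 µM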
# SRC3 inh: human NCOA3 inhibition. Q9Y6Q9. HEK293 GAL4-SRC3 luciferase reporter, luminescence. inhibition, % at 3.6 µM. 360,000 compounds, 0.17% hits. AID 588352;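 active = inhibition above a per-campaign cutoff, the mean of all compounds plus 3 SD, cut at about 60% in these data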;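 note: 0% = DMSO-treated cells and 100% = gossypol-treated cells at 36 µM; higher means less SRC3-driven luciferase light from the GAL4 reporter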
# TROY signal inh: inhibitors of TROY-dependent NF-kB signaling; Q293 LMP1-TROYcd NF-kB luciferase reporter, 4 h; inhibition, % at 10 µM; 360,000 compounds, 0.98% hits; AID 1347056;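 active = compounds whose plate-normalised and pattern-corrected inhibition of the luciferase reporter signal at the single screening dose is 50% or more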
# LRH-1 inv ag: NR5A2 inverse agonism in reporter assay | O00482 | HEK293T StAR-luciferase reporter, LRH-1 transfected, 24 h | inhibition, % at 3.6 µM | 360,000 compounds, 0.13% hits;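 active = inhibition above the mean inhibition of all tested compounds plus 3 SD, cut at about 73% in these data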;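 note: 0% = DMSO wells and 100% = reporter-only cells lacking LRH-1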
# Target sequence (O00482 whole entry, looked up): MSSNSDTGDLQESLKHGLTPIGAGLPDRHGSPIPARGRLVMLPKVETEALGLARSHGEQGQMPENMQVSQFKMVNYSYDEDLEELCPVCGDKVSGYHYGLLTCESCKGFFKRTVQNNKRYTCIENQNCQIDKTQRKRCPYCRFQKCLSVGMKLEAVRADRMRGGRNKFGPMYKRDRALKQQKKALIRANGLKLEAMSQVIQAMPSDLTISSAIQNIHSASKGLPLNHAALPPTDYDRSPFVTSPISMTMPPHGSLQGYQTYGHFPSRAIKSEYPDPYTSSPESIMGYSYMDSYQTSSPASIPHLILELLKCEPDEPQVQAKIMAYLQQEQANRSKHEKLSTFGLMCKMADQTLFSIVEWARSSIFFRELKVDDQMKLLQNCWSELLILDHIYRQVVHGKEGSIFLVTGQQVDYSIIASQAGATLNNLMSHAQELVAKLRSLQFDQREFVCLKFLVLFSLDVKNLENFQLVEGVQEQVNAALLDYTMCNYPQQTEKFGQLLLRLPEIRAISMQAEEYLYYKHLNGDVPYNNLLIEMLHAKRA
# CF NFkB block: blocks PAF-induced NF-kB reporter in cystic fibrosis cells; KKLEB NF-kB-GFP reporter, GFP fluorescence overnight; inhibition, % at 5 µM; 360,000 compounds, 0.86% hits; AID 588850;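 active = at least 50% inhibition at 5 µM, scaled per plate between neutral and stimulator controls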;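 note: PAF is a Pseudomonas aeruginosa culture filtrate used as stimulus; plate controls were PAF-stimulated DMSO wells for no effect and unstimulated DMSO wells for full effect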
# TWEAK-Fn14 inh: inhibitors of TWEAK-Fn14 interaction signaling. TWEAK-stimulated Fn14 reporter cells, luciferase luminescence, 8 h. 360,000 compounds, 2% hits. inhibition, % at 10 µM; in the data active = inhibition above about 50%
# TRAIL sens C8: caspase-8 TRAIL sensitization. NB7+C8 cells + TRAIL, ATPlite viability luminescence. inhibition (viability loss, TRAIL sensitization), % at 10 µM. 360,000 compounds, 1% hits. AID 624354;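 active = compounds causing at least 50% loss of cell viability in the single-dose screen, relative to plate controls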
# Active calls of the source: *; / = no result given.
SMILES	SRC2 inh	NCOA1 inh	LMP1 NFkB inh	NR2F2 inh	KKLEB cytotox	SRC3 inh	TROY signal inh	LRH-1 inv ag	CF NFkB block	TWEAK-Fn14 inh	TRAIL sens C8
COC(=O)c1ccc(Cn2cnc3c(sc4nc(N5CCOCC5)c5c(c43)CCCC5)c2=O)o1	0.2	-7.6	-0.1	-21.0	-24.3	7.3	20.0	15.6	16.2	10.2	-2.5
COc1ccccc1CN(Cc1nc2ccccc2c(=O)[nH]1)C(=O)Nc1ccc(C)cc1	10.5	-15.9	-2.2	-1.9	5.4	-8.6	-26.6	-62.2	-2.1	-28.9	-3.6
O=C(c1ccccc1Cl)N1CCc2ccccc2C1	2.6	-4.3	34.0	-12.7	5.0	-7.2	-4.5	34.1	-19.5	5.1	0.8
Cc1nc2ccccc2c(=O)n1CCN1CCOCC1	-1.3	-1.6	-1.2	-11.8	-12.1	-1.4	-2.0	-10.8	-7.8	36.9	0.8
NNC(=O)COc1ccccc1[N+](=O)[O-]	-36.4	15.3	2.4	7.4	-2.3	10.7	3.1	11.1	-15.8	-3.4	32.4
O=C(C[C@H]1C(=O)N(C2CCCCC2)C[C@@H]1c1ccccc1)Nc1ccc(Br)cc1	-17.4	-1.2	4.4	2.5	5.3	11.1	2.5	37.9	-19.6	13.8	5.2
CC1CN(C(=O)CCC(=O)NCCCN2CCN(Cc3ccccc3)CC2)c2cc(Cl)ccc2O1 (configuration not stated)	-9.2	-5.0	-9.9	-9.9	16.2	-10.9	10.7	15.3	-7.1	-16.3	15.4
COc1ccccc1C1=NC(c2ccccc2)CN1c1ccccc1 (configuration not stated)	-15.2	-11.7	-14.4	-22.2	0.1	15.9	-9.5	-17.8	-4.1	-2.7	-14.2
Cc1ccc(-c2cc(C(=O)NCC(c3ccccc3)N(C)C)c3ccccc3n2)o1 (configuration not stated)	-5.3	-7.9	-13.5	-14.7	1.7	-10.9	-0.9	14.9	-37.4	-2.0	-7.3
Cc1cccn2c(=O)c(C=O)c(N3CCN(c4ccc(F)cc4)CC3)nc12	-5.3	7.3	8.8	-10.9	3.0	8.0	-17.6	17.7	5.0	-12.0	-2.5
Cn1cc(C(=O)C(=O)N2CCCC2)c2ccccc21	0.6	7.7	2.8	18.0	-7.2	-2.9	-18.7	8.7	-19.0	2.0	0.7
O=C(NCc1ccc(Cl)cc1)c1ccc(S(=O)(=O)N2CCCCC2)cc1	-1.6	-11.6	-5.6	-13.9	3.7	6.1	-1.9	-8.2	-0.2	-25.4	-8.5
COc1ccc(S(=O)(=O)N2CCCC(C(=O)NCc3ccc4c(c3)OCO4)C2)cc1 (configuration not stated)	-15.6	5.6	-0.5	7.1	8.3	-1.9	5.7	11.0	-7.8	0.2	6.8
N#CC1=C(N)SC(N)=C(C#N)C1C1C=CCCC1 (configuration not stated)	-10.1	-0.8	-3.9	-6.6	0.8	-9.2	6.9	4.2	15.3	8.4	13.5
CC(=O)NN1C(=O)/C(=C\c2ccc(Cl)cc2)SC1=S	-6.4	-20.6	-0.9	9.8	-1.3	1.7	-11.8	-5.1	-5.8	28.0	-2.0
CC[N+](C)(C)CCN(Cc1ccc(Cl)cc1)c1ccccn1	-14.0	-2.1	2.8	8.1	-13.0	0.7	-23.9	7.2	-1.2	-15.2	11.8
Cc1ccc(-n2c(SCC(=O)NCC3CCCO3)nc3c(c2=O)SCC3)cc1 (configuration not stated)	2.4	-10.4	-1.7	9.7	-4.0	16.8	10.7	8.3	0.6	2.4	-16.3
Cc1ccc(-c2nnn(CC(=O)N(CC(=O)NC3CCCCC3)c3cccc(F)c3)n2)o1	0.5	4.7	10.7	18.4	-0.3	13.8	-10.1	-9.1	-5.6	13.2	15.9
COc1ccc2c(c1)CCc1c(C(=O)Nc3ccn(Cc4ccc(C)cc4)n3)noc1-2	17.2	-3.1	0.1	-4.0	-20.5	-1.6	-0.4	-0.2	23.2	-53.6	-1.8
O=C(NC(=S)N1CCN(c2ccc([N+](=O)[O-])cc2)CC1)c1ccccc1F	-21.9	-1.9	-2.0	15.1	8.0	-4.3	7.3	-8.8	-4.1	-8.1	-1.9
CCCCCCn1nc(C(=O)Nc2nc3c(s2)CCCC3)c2ccccc2c1=O	1.9	-6.8	-0.1	3.1	-6.8	-6.0	-14.3	17.8	9.0	-18.1	2.7
Cc1cccc(C)c1NC(=O)C1(NC(=O)C2CCC(=O)N2)CCCCC1 (configuration not stated)	9.9	7.0	-3.5	-3.6	-1.1	-15.7	2.5	0.4	16.7	-4.7	-9.8
Cc1ccc(NC(=S)NCc2ccc(Cl)cc2)c(OC(F)F)c1	-22.9	-30.9	-9.1	-13.9	-3.5	11.4	10.3	1.6	7.8	-11.6	-5.9
CC(C)(C)C(=O)Nc1cccc(-c2nnc(-c3cccc(NC(=O)C(C)(C)C)c3)o2)c1	24.1	11.1	-1.4	14.3	-19.7	-4.0	/	-2.6	25.3	17.5	18.9
CC1CCCCN1C(=S)NCc1ccccc1 (configuration not stated)	-16.1	12.2	5.6	-4.3	20.0	14.7	3.8	-1.3	3.0	-26.1	-0.5
C[C@H](CO)N1C[C@H](C)[C@@H](CN(C)S(=O)(=O)c2ccccc2)Oc2c(NC(=O)Nc3ccc4c(c3)OCO4)cccc2C1=O	24.7	1.7	9.9	-3.0	10.0	-1.4	-4.0	-17.9	5.8	1.4	0.9
CCN(CC)C(=O)CSc1nc2sc(C)c(C)c2c(=O)[nH]1	-21.9	11.8	-7.1	4.5	-5.8	13.9	5.8	4.0	-3.5	-20.4	2.6
CCCc1sc(N/N=C/c2ccccn2)nc1-c1ccc(F)cc1	/	-31.0	63.2*	/	-50.7*	-0.3	-9.3	-14.3	35.6	-20.3	5.2
Cn1c(=O)oc2cc(S(=O)(=O)NCCc3ccccc3)ccc21	-3.7	4.4	-4.5	6.0	6.7	12.4	12.7	12.2	7.7	16.6	-0.5
COC1CCN(C(=O)c2ccc(OC3CCN(CCc4ccccc4)CC3)cc2)CC1	11.6	6.0	11.9	8.6	0.1	11.4	-3.3	-0.1	14.7	-28.6	2.2
CCc1cc(=O)oc2cc(C)c(CN3CCCCC3)c(O)c12	5.9	9.7	5.9	20.4	18.9	-14.6	13.9	10.1	0.0	-14.8	1.2
CC(C)N1CCN(Cc2ccc(Sc3nncn3C)o2)CC1CCO (configuration not stated)	-14.7	13.7	2.6	6.4	0.1	1.3	1.3	8.8	5.7	11.4	-5.4
Cc1cc(N2CCCC2)ccc1NC(=O)COc1cccc(C(F)(F)F)c1	18.2	22.6	7.8	40.0*	-0.1	20.7	-8.5	24.4	18.8	15.6	5.8
CCOc1ccc(OCCC(=O)OCC(=O)Nc2ccc(C)c(S(=O)(=O)N3CCCCC3)c2)cc1	24.5	-12.2	-5.3	19.5	-7.0	6.3	28.5	10.5	18.6	15.2	-4.6
CCN(CC)c1ccc(C=C2C(=O)OC3(CCCCC3)OC2=O)cc1	13.3	-12.7	-9.7	-14.9	5.7	7.7	12.5	21.6	-4.1	-18.7	-2.3
COc1ccc(Br)cc1CN(C)C(C)C(=O)Nc1cc([N+](=O)[O-])ccc1OC (configuration not stated)	5.0	-26.3	11.3	-5.8	10.0	1.0	11.6	-9.6	-25.7	13.1	4.1
COc1cccc(C2=CC(=O)C(C(C)(C)C)N2C(C)(C)C)c1 (configuration not stated)	-2.1	-8.1	-1.2	18.5	-5.2	7.1	-3.1	-6.9	19.0	11.2	-24.1
CCCN(c1ccccc1F)S(=O)(=O)c1c[nH]c(C(=O)OC)c1	-20.1	-7.7	1.4	-7.3	11.0	16.5	-9.0	-11.0	3.0	5.2	2.4
Fc1ccc(NC(=S)N2CCCCC2)cc1	8.5	-3.3	0.2	-3.8	-5.6	-4.2	-0.3	-13.0	13.6	-3.9	2.1
COc1cc(OC)c2c3c(c(C4CCCCC4)nc2c1)CCCC3	2.3	-0.4	-1.1	-2.0	-8.8	3.4	2.0	-0.9	2.1	6.6	0.1
O=C1CC2(CCN(C(=O)c3c(F)cccc3Cl)CC2)Oc2ccccc21	14.7	0.4	28.9	17.4	7.6	24.7	7.7	13.9	11.3	-14.7	9.5
COc1ccc(NC(=O)c2ccc(-n3nc(C)cc3C)cc2)cc1OC	-20.1	-12.6	-11.0	-5.6	2.9	-46.0	16.3	-14.2	0.8	-16.8	13.1
CC(C)C[C@@H](CNCC(=O)[C@H](Cc1ccccc1)NC(=O)c1[nH]cnc1C(=O)N[C@@H](C)CN)NC(=O)c1nc[nH]c1C(=O)N[C@@H](C)C(=O)O	1.0	6.5	0.4	-4.5	12.4	-3.6	1.1	-10.1	-1.6	-1.4	-2.1
CC(=O)O[C@@H]1[C@H]2[C@@H](C[C@@H](C)[C@@H]3CCC(=O)[C@@]13C)OC(=O)[C@@H]2C	9.7	-7.5	4.5	-20.3	1.9	2.6	-1.0	6.9	0.5	1.9	-11.8
O=C(c1cc2ccccc2oc1=O)N1CCN(c2ncccn2)CC1	/	-128.2	-8.1	/	0.0	-75.9	-64.5	-86.4	18.8	-18.8	11.1
Cc1cccc(N2CCN(C(=O)C3CCN(c4ncnc5c4nc4n5CCCCC4)CC3)CC2C)c1 (configuration not stated)	19.7	15.4	19.4	25.8	-9.0	6.8	52.0*	-13.9	-7.7	50.9*	13.8
O=C1C(Cc2ccc(F)cc2)SC(=Nc2ccccc2)N1c1ccccc1 (configuration not stated)	-3.5	-4.9	-1.1	4.4	-11.8	5.0	12.1	6.6	7.8	10.6	-6.8
C(=Nn1cnnc1)c1ccc2c(c1)CCC2	-52.3	-6.7	-0.8	5.5	19.9	-18.2	-18.0	5.4	-28.6	5.8	3.2
O=C(O)c1ccc(-c2nc3scc(-c4ccccc4)c3c(=O)[nH]2)cc1	-23.9	-0.7	-2.2	-7.3	1.6	-2.8	3.7	-10.2	8.8	1.1	35.8
Cc1cccc(C(=O)Nc2cc(Cl)ccc2-n2cncn2)c1[N+](=O)[O-]	-0.3	-4.1	-6.0	10.5	6.6	-15.9	-9.3	8.5	-20.8	-17.9	-11.7
COc1ccc(-c2nc3ccc(C)cn3c2Cc2ccc(C)cc2)cc1OC	-25.7	-15.5	/	-7.2	-12.9	1.1	-4.4	-2.4	-5.8	-9.4	-8.6
O=C(CNC(=O)c1ccc(N2C(=O)c3ccccc3C2=O)cc1)OCC(=O)c1cccc2ccccc12	-15.9	4.4	0.4	-13.3	1.0	7.5	26.5	2.6	7.1	7.1	1.2
O=C(NC(=S)Nc1ccc(Cl)cc1)c1cncc(Br)c1	-5.7	7.2	0.5	-1.4	-14.1	16.2	-28.8	0.1	22.3	-13.8	-18.0

# A run of entries from further up, for reference:
SMILES	SRC2 inh	NCOA1 inh	LMP1 NFkB inh	NR2F2 inh	KKLEB cytotox	SRC3 inh	TROY signal inh	LRH-1 inv ag	CF NFkB block	TWEAK-Fn14 inh	TRAIL sens C8
CC(=O)NN1C(=O)/C(=C\c2ccc(Cl)cc2)SC1=S	-6.4	-20.6	-0.9	9.8	-1.3	1.7	-11.8	-5.1	-5.8	28.0	-2.0
CC[N+](C)(C)CCN(Cc1ccc(Cl)cc1)c1ccccn1	-14.0	-2.1	2.8	8.1	-13.0	0.7	-23.9	7.2	-1.2	-15.2	11.8
